FAS TE block: FAS thioesterase domain inhibitors, primary screen, biochemical, fluorescence intensity, uHTS. 360,000 compounds, 0.67% hits. recombinant FAS-TE, OMFH fluorogenic substrate, fluorescence endpoint. inhibition, % at 15 µM. Fatty acid synthase (Homo sapiens), P49327;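 active = compounds whose normalised, plate-corrected inhibition of enzyme fluorescence in the single-dose primary screen is 50% or more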;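 also: 0% = DMSO with enzyme and 100% = substrate without enzyme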
MsrA inhibitor: bovine MsrA enzyme inhibitors, primary screen, biochemical, absorbance, HTS. AID 651718, 2012. inhibition, % at 15.5 µM. 360,000 compounds, 0.75% hits. Methionine sulfoxide reductase A (Bos taurus). purified bovine MsrA, absorbance read-out; in the data active = inhibition above about 4.5%;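 also: 0% = vehicle wells with enzyme and 100% = reference inhibitor wells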
eLon inh: inhibitors of E. coli Lon protease, primary screen, biochemical, fluorescence polarization; inhibition, % at 7.94 µM; purified E. coli Lon protease; 360,000 compounds, 0.42% hits; in the data active = inhibition above about 13%, passing the limit was not always enough;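 also: 0% = enzyme with probe and DMSO and 100% = no enzyme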
CSN inh: inhibitors of CSN-mediated cullin deneddylation, primary screen, biochemical, fluorescence polarization, uHTS | 360,000 compounds, 0.38% hits | Purified CSN, SCF-Nedd8-OG deneddylation | AID 651999, 2013 | COP9 signalosome complex subunit 5 (Homo sapiens), Q92905 | inhibition, % at 12.5 µM;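 active = pattern-corrected inhibition above about 35%, with an unprinted fluorescence ratio check between 0.5 and 1.5, limit read from the data, passing the limit was not always enough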;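 also: 0% = enzyme with substrate and 100% = substrate without enzyme; some results filed as inactive read as strong as hits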
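Detection – fluorescence polarization · System – HEK293T-derived human Csn5 enzyme · Controls – substrate-only high control, full reaction low control · Timing – 90 min, room temperature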
MLLE-PAM2 inh: inhibitors of PABP1 MLLE–PAM2 peptide binding, primary screen, biochemical, fluorescence polarization, FITC-PAM2, GST-MLLE; Polyadenylate-binding protein 1 (Homo sapiens), P11940; inhibition, % at 20 µM; 360,000 compounds, 0.36% hits; AID 588489, 2011; in the data active = inhibition above about 35%, passing the limit was not always enough;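 also: plate controls were DMSO wells with GST-MLLE for no effect and wells lacking GST-MLLE protein for full effect; some results filed as inactive read as strong as hits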
Rin1 Abl inh: inhibitors of Rin1-Abl protein binding, primary screen, biochemical, TR-FRET. 360,000 compounds, 0.4% hits. inhibition, % at 7.35 µM. Tyrosine-protein kinase ABL1 (Homo sapiens) + Ras and Rab interactor 1 (Homo sapiens), …; in the data active = inhibition above about 5%, passing the limit was not always enough
Target sequence (P00519 whole entry, looked up): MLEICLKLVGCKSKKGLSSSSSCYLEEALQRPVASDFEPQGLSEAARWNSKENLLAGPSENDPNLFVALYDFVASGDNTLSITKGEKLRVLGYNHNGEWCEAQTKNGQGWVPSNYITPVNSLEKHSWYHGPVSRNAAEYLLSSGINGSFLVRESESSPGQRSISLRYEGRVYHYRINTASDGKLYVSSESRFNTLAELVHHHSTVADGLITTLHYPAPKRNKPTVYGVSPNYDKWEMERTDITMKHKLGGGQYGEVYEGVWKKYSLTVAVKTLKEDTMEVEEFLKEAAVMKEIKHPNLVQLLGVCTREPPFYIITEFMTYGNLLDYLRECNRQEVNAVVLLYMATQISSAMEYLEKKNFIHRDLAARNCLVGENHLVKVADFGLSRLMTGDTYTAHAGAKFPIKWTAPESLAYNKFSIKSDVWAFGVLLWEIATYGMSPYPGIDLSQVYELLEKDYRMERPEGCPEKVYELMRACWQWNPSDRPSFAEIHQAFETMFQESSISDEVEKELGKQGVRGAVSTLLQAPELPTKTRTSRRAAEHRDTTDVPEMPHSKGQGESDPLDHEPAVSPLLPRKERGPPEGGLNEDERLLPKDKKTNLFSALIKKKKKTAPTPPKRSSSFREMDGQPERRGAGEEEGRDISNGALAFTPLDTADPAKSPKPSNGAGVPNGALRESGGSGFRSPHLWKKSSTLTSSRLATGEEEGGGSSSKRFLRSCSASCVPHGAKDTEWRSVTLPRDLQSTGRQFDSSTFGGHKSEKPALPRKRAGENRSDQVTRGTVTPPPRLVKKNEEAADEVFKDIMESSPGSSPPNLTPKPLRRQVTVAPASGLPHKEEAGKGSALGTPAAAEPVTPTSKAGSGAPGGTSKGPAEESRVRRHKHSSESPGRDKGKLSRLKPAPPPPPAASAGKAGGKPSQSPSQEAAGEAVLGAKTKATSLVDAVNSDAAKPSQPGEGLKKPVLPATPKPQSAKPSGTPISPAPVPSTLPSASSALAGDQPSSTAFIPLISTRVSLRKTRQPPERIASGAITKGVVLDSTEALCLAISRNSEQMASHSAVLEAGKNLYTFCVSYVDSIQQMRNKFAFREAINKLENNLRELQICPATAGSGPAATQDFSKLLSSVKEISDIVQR
Target sequence (Q13671 whole entry, looked up): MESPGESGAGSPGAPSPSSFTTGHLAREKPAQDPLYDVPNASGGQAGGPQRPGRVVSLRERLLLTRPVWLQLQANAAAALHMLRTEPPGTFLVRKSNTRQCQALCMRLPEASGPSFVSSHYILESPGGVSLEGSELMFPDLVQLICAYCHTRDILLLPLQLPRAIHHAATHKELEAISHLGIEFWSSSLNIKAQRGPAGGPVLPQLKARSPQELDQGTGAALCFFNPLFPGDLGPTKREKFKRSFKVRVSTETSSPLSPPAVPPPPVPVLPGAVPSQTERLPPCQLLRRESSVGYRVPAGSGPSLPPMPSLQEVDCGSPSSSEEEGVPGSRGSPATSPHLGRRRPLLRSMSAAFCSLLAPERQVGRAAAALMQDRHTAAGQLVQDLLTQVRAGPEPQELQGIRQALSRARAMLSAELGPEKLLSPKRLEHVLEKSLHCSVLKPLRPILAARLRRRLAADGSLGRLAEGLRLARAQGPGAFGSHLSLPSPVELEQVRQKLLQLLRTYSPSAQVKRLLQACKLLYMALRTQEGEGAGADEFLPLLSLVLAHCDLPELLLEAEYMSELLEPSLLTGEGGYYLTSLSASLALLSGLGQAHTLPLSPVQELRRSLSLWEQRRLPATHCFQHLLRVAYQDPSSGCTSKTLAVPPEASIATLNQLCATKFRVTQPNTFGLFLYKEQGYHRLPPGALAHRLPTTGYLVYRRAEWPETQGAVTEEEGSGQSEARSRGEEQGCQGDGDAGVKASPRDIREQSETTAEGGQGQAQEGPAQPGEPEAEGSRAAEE
TbMetRS inhib: T. brucei MetRS inhibitors, primary screen, biochemical, luminescence; AID 624268, 2012; methionyl-tRNA synthetase (Trypanosoma brucei brucei); inhibition, % at 11.9 µM; 360,000 compounds, 0.4% hits; purified T. brucei MetRS, ATP depletion, Kinase-Glo luminescence;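 active = inhibition above a per-plate cutoff of the control wells' mean inhibition plus 3 SD, cut at about 5.5% in these data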;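 also: 0% = DMSO wells median and 100% = median of wells with control inhibitor compound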
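Material: parasite MetRS enzyme / Replication: singlicate, one well per compound / Signal: luminescence of leftover ATP / Schedule: 2 h aminoacylation at 25 °C after 15 min preincubation / Medium: HEPES-MgCl2-KCl buffer plus DTT, spermine, BSA, pyrophosphatase / Doses: 11.9 µM single point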
Neddylation inh: inhibitors of cullin neddylation, primary screen, biochemical, TR-FRET, uHTS, NAE and Ubc12; NEDD8-conjugating enzyme Ubc12 (Homo sapiens) + NEDD8-activating enzyme E1 regulatory …; calls only at 25 µM; 360,000 compounds, 0.58% hits; AID 651699, 2012; in the data active = inhibition above about 36%
MsrA act: bovine MsrA enzyme activators, primary screen, biochemical, absorbance, HTS | Methionine sulfoxide reductase A (Bos taurus) | purified bovine MsrA, absorbance read-out | activation, % at 10.6 µM | 360,000 compounds, 0.3% hits | AID 602163, 2012; in the data active = activation above about 7.5%;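 also: 0% = vehicle and 100% = reference activator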
Starred values were filed as active, the others as inactive; i = inactive; / = no result given.

entry	Compound	CSN inh	Neddylation inh	MLLE-PAM2 inh	Rin1 Abl inh	FAS TE block	eLon inh	MsrA inhibitor	TbMetRS inhib	MsrA act
1	CCCCCN(C(=O)CCC(=O)OCC(=O)N1CCCCC1CC)c1c(N)n(CCCC)c(=O)[nH]c1=O (configuration not stated)	1	i	-5	0	-6	-2	0.0	-0.4	-1
2	COC(=O)c1c(NC(=O)CN2C(=O)C(=O)N(CC(C)C)C2=O)sc2c1CCCCC2	0	i	30	1	18	-9	0.8	-0.3	-2
3	COc1cc(CN2CCNC(=O)C2CC(=O)N(C)CCCN2CCOCC2)cc(OC)c1 (configuration not stated)	2	i	-9	-9	0	1	1.3	-0.7	-2
4	Cc1ccc(CNC(=O)COC(=O)CSc2cc(C)c(Br)cc2C)cc1	3	i	2	0	-6	-12	-1.0	-0.3	-6
5	O=c1c2ccc(F)cc2sn1-c1ccccc1	-3	i	-82	-2	-7	10	0.6	-0.4	13*
6	COc1ccc(-n2c(SCC(=O)N3CCc4ccccc43)nnc2-c2c[nH]c3ccccc23)cc1	33	i	5	3	3	7	-1.2	-0.2	-6
7	CCN1CCN(C(=O)C2CCN(Cc3cc(Cl)ccc3O)CC2)CC1	3	i	-5	-3	-5	0	1.3	0.3	-2
8	O=C1CN(C(=O)COC(=O)CNS(=O)(=O)c2ccccc2)c2ccccc2N1	2	i	5	2	-5	4	0.5	-1.0	-10
9	C/C(=N\NC(=O)C1CC1)c1ccc(C(C)(C)C)cc1	5	i	-1	1	5	-12	-0.7	-1.2	-12
10	COC(=O)c1ccc(NC(=O)c2ccc(NC(=O)C3CCCO3)cc2)cc1 (configuration not stated)	0	i	0	0	-2	-2	-0.7	0.0	-5
11	NC(=O)c1nc2c([nH]c1=O)CCCC2	-1	i	20	2	-8	2	0.8	-0.1	-2
12	CC(=O)N1CC=C2C(C#N)=C(N)C(C#N)(C#N)C(CCc3ccccc3)C2C1 (configuration not stated)	3	i	12	0	2	5	-0.6	0.2	1
13	Cc1ccnc(Nc2nc(-c3sc(C)nc3C)cs2)c1	-2	i	11	1	12	5	1.0	0.4	-2
14	O=C(COc1ccccc1Cl)N1CCN(c2ccccn2)CC1	7	i	-81	1	-4	6	-0.1	-0.1	-1
15	CNc1cc(-n2nc(C)cc2-c2ccccc2)ncn1	-1	i	10	-1	-8	-4	1.5	-1.0	-6
16	COc1ccccc1NC(=S)N(Cc1ccc(Cl)cc1)CC1CCC(C(=O)O)CC1 (configuration not stated)	4	i	-2	3	1	4	-0.9	-0.3	-2
17	CCOC(=O)[C@@H]1[C@H]2COc3ccc(Br)cc3[C@@H]2N2C(=O)N(c3ccc(Br)cc3)C(=O)[C@]12C	-1	i	0	-1	72*	-7	-1.3	-0.2	-2
18	NC(=S)C1COc2ccccc2O1 (configuration not stated)	2	i	22	3	-5	20	0.4	-0.6	-5
19	Cc1ccc2oc(C(=O)Nc3cc(C)on3)c(C)c2c1	0	i	2	1	1	-10	0.1	-0.4	-1
20	CCc1nc2c(OCc3ccc(F)cc3)cccn2c1N(C)C(=O)c1ccncc1	-5	i	0	4	0	-9	0.0	0.2	1
21	NC(=O)C1CCN(C(=O)COc2ccc3c4c(c(=O)oc3c2)CCCC4)CC1	0	/	-4	0	-2	-8	1.1	-1.2	5
22	CCCCNC(=O)C(NC(=O)Cc1cc(OC)cc(OC)c1)C(=O)c1ccccc1 (configuration not stated)	-5	i	/	/	/	/	-0.8	-0.1	/
23	CC(C)(C)NC(=O)NC(=O)COC(=O)c1cc[n+]([O-])cc1	-3	i	2	2	-4	-14	1.3	-0.1	-2
24	Cc1nn(-c2ccccc2)c(-c2ccccc2[N+](=O)[O-])c1C(=O)O	6	i	-4	-2	-6	6	0.2	-0.5	-2
25	CC(CCc1ccccc1)NCC#N (configuration not stated)	0	i	6	0	-2	0	-2.5	-0.8	-1

The last 4 compounds of the section above open the next one.
entry	Compound	CSN inh	Neddylation inh	MLLE-PAM2 inh	Rin1 Abl inh	FAS TE block	eLon inh	MsrA inhibitor	TbMetRS inhib	MsrA act
22	CCCCNC(=O)C(NC(=O)Cc1cc(OC)cc(OC)c1)C(=O)c1ccccc1 (configuration not stated)	-5	i	/	/	/	/	-0.8	-0.1	/
23	CC(C)(C)NC(=O)NC(=O)COC(=O)c1cc[n+]([O-])cc1	-3	i	2	2	-4	-14	1.3	-0.1	-2
24	Cc1nn(-c2ccccc2)c(-c2ccccc2[N+](=O)[O-])c1C(=O)O	6	i	-4	-2	-6	6	0.2	-0.5	-2
25	CC(CCc1ccccc1)NCC#N (configuration not stated)	0	i	6	0	-2	0	-2.5	-0.8	-1
26	COc1ccc(C(=O)NNC(=O)C23CC4CC(CC(C4)C2)C3)cc1OC	-2	i	-8	4	-3	-14	0.2	-0.2	-3
27	COc1ccc(Cl)cc1C(=O)NNC(=S)NC(=O)c1cc(-c2ccc(Cl)cc2)nc2ccccc12	2	i	33	-3	38	-2	-0.3	-0.6	-2
28	Cc1cc(Oc2cc(N)cc([N+](=O)[O-])c2)ccc1Cl	-5	i	18	1	18	14	1.4	0.3	-1
29	O=C(CSc1nnc(NCc2ccccc2)s1)N1CCOCC1	3	i	10	2	-8	2	-0.2	-0.1	-10
30	O=C(Cn1nc(-c2ccccc2)ccc1=O)NCC1COCCO1 (configuration not stated)	3	i	-4	0	-4	0	-1.4	-0.2	2
31	COc1ccc(NC2CCCN(C(=O)COc3ccc(C(C)=O)cc3)C2)cc1 (configuration not stated)	-3	i	-4	0	-7	7	0.1	-0.3	-3
32	Cc1ccc(S(=O)(=O)N2c3ccccc3OC(C(=O)OC(C)(C)C)(C(=O)OC(C)(C)C)C2CC(=O)c2ccccc2)cc1 (configuration not stated)	2	i	/	/	/	/	0.6	-0.5	/
33	COc1ccc(CN2C[C@@H](CO)O[C@@H](n3cnc4c(N5CCN(CCO)CC5)ncnc43)C2)cc1	-2	i	-3	2	-10	-12	1.2	-0.2	-2
34	C/C(=N\NC(N)=S)C1=CCC2C3CC[C@H]4CC(O)CC[C@]4(C)C3CC[C@]12C (some centres not stated)	9	i	-1	2	4	-2	1.2	-1.9	-7
35	CC(c1nnc(SCC(=O)N(C)C2CCS(=O)(=O)C2)n1-c1ccccc1)N(C)C (configuration not stated)	-3	i	2	1	-8	-8	0.1	-0.3	0
36	Cc1nc(N2CCN(C)CC2)c2sc(=S)n(-c3ccccc3)c2n1	-6	i	8	-3	-7	5	1.6	-0.1	-13
37	NNc1ncnc2scc(-c3ccc(Cl)cc3)c12	3	i	-4	-4	-3	-1	-0.2	-0.8	-4
38	CCc1ccc(OCc2cccc(C(=O)N/N=C\c3cnn(C)c3C)c2)cc1	2	i	0	0	-10	-6	0.1	-0.5	-7
39	Nc1cccc2c1C(=O)N(c1ccccc1)C2=O	-10	/	48*	-2	0	14	-0.7	0.1	0
40	CS(=O)(=O)N1CCC(CO)(Cc2ccccc2C(F)(F)F)CC1	-3	i	-12	0	-2	-1	0.1	0.3	-2
41	CC1(C(=O)NC23CC4CC(CC(C4)C2)C3)CC1(Cl)Cl (configuration not stated)	8	i	-4	-1	2	-4	-0.2	-0.4	-4
42	Cc1cccc(-n2c(Cc3cc(=O)[nH]c(=O)[nH]3)nnc2SCC(=O)NCc2ccco2)c1	-3	i	17	2	-1	12	-1.0	0.0	-1
43	COc1ccccc1C(=O)Nc1ccc2c(c1)nc(CCNC(=O)c1ccccc1)n2C	6	i	17	-2	-1	-11	0.8	-0.7	-3
44	Cc1c(CCOC(=O)C23CC4CC(CC(C)(C4)C2)C3)sc[n+]1Cc1ccccc1	2	i	14	-1	8	-3	2.5	-1.1	-7
45	CCN(CC)C(=O)CSc1nnc(-c2ccccc2)c(-c2ccccc2)n1	0	i	-8	-2	-2	1	0.8	-0.8	-5
46	N#Cc1c(SCC(N)=O)nc(-c2ccccc2)c2c1CCCC2	-5	i	-1	0	4	4	2.1	0.4	-1
47	COc1cc(OC)c(N2CC(C(=O)NCCC3=CCCCC3)CC2=O)cc1Cl (configuration not stated)	1	i	6	2	61*	-4	1.4	-0.1	0
48	CC(=O)C(Sc1nnnn1-c1ccc(O)cc1)c1ccccc1 (configuration not stated)	-4	i	-71	2	-3	4	2.0	2.8	-2
49	CCCNC(=O)C1CCC(CNS(=O)(=O)c2cccc3nsnc23)CC1 (configuration not stated)	0	i	7	4	-2	-6	0.8	0.3	-4
50	COc1ccc(OC)c(NC(=O)C(CC(=O)O)NCc2ccco2)c1 (configuration not stated)	-4	i	-5	-2	-13	-2	-0.5	-0.7	-11
51	CCOC(=O)Cc1csc(NC(=O)CCc2ccccc2)n1	-5	i	-1	1	-3	-3	-0.1	0.1	-1
52	CC(C)CNC(=S)N1CCN(C)CC1	-6	i	-72	0	-10	3	0.7	-0.6	-4
53	CCN(CC)CCN(Cc1cc2cc3c(cc2[nH]c1=O)OCCO3)C(=S)NCC(C)C	0	i	-123	-5	-3	-22	1.8	-1.3	-3
54	Cc1ccccc1NC(=O)CC1SC(=Nc2ccc(O)cc2)NC1=O (configuration not stated)	1	i	1	-2	-3	0	-1.3	-0.4	-1
55	C=CCN1C=C2C(=O)C(C)(OC(=O)CCC(=O)OC)C(=O)C(Br)=C2C=C1c1ccc(OC)cc1 (configuration not stated)	0	i	21	2	-7	0	/	-0.1	0
56	CCCCN1C[C@H](c2ccc(Br)cc2)[C@@H](CC(=O)Nc2ccc(Br)cc2)C1=O	0	i	-15	4	9	-3	0.1	39*	-1
57	O=C(CCNC(=O)Cn1ccc2ccccc2c1=O)NCC1CCCC1c1ccccc1 (configuration not stated)	2	i	-1	0	-4	-6	0.3	-1.0	-8
58	CCN1CCN(C(=S)c2ccc(O)cc2)CC1	2	i	33	-2	-2	5	1.1	-0.3	-1
59	Cc1oc(-c2ccccc2Cl)nc1CSc1nc2c(c(=O)[nH]1)CCC2	-7	i	-28	-3	0	3	-0.6	-1.1	1
60	Cc1ccc(C)c(S(=O)(=O)N2CCN(C(=O)/C=C/c3ccco3)CC2)c1	23	i	20	2	13	-17	0.0	0.3	-5
61	CCOC(=O)c1c(OCCO)noc1N	-2	i	-7	3	-6	-2	-1.8	-0.4	-7
62	CCc1c(OC(C)=O)c2ccccc2n(C)c1=O	-1	i	4	-2	-4	-6	0.7	-1.5	-12
63	O=C(O)c1ccc2c(=O)n3c(nc2c1)/C(=C/c1ccccc1C(F)(F)F)CCCC3	5	i	0	-3	-2	-6	-1.7	-0.3	-3
64	CCOc1ccccc1NC(=S)NC(=O)C1CCCCC1	6	i	27	-1	24	-2	0.2	-0.3	-2
65	CN(C)c1ccc(CC(=O)N2CCCCC2c2cc(C(=O)Nc3cccc(C#N)c3)no2)cc1 (configuration not stated)	4	i	4	-3	5	3	0.8	-0.5	-7
66	Fc1ccccc1OCCSc1nnnn1-c1ccccc1	3	i	18	-1	15	3	0.1	0.2	-2

From PubChem
